# TcdB inh = blocks C. difficile toxin B glycohydrolase activity. TcdB glycohydrolase enzymatic assay, plate reader. inhibition, % at 9.99 µM. 0.24% of 350,000 active; in the data active = inhibition above about 10%
# The depositor's hits bear a star; & = joins results of further samples. These rows are one share of the data; count on the stated rates, not on these rows.
SMILES,TcdB inh
Cc1ccc(S(=O)(=O)N[C@@H]2CC[C@@H](CCNC(=O)Nc3ccc(Cl)cc3)O[C@H]2CO)cc1,-0.9
COc1cccc(CNC(=O)C[C@@H]2CC[C@H]3[C@H](COc4ccc(NC(=O)c5cccs5)cc4C(=O)N3C)O2)c1,0.5
CCCNC(=O)Nc1ccc2c(c1)OC[C@@H](C)N(Cc1ccc(-c3ccccn3)cc1)C[C@H](C)[C@H](OC)CN(C)C2=O,1.9
CN1C(=O)c2cc(NC(=O)C3CC3)ccc2OC[C@@H]2O[C@H](CC(=O)NCc3ccccc3F)CC[C@H]21,-0.4
CO[C@@H]1CN(C)C(=O)c2cc(NC(=O)c3ccccc3)ccc2OC[C@@H](C)NC[C@@H]1C,-0.9
CO[C@@H]1CN(C)C(=O)c2ccc(NS(C)(=O)=O)cc2OC[C@H](C)N(CC2CCOCC2)C[C@@H]1C,-0.1
COC(=O)C[C@@H]1C=C[C@@H](NC(=O)c2ccccc2)[C@H](CO)O1,0.7
O=C(C1CCCC1)N1CCCCN2[C@H](CO)[C@H](c3ccc(C#CC4CC4)cc3)[C@@H]2C1,-1.0
O=C(C[C@@H]1CC[C@@H]2[C@H](COC[C@H](O)CN2C(=O)Cc2ccccc2)O1)NC1Cc2ccccc2C1,0.0
Cc1ccc(S(=O)(=O)N(C)C[C@H]2Oc3c(NC(=O)Nc4ccccc4)cccc3C(=O)N([C@@H](C)CO)C[C@@H]2C)cc1,-1.2
COc1ccc(C[C@H]2CCc3cnnn3COC[C@@H](Cc3ccccc3)NC2=O)cc1,0.0
Cc1ccc(S(=O)(=O)Nc2ccc3c(c2)C(=O)N([C@H](C)CO)C[C@@H](C)[C@H](CN(C)S(=O)(=O)c2c(C)noc2C)OCCCC[C@@H](C)O3)cc1,0.2
Cc1noc(C)c1NC(=O)Nc1cccc2c1O[C@H](CN(C)Cc1ccc(C(=O)Nc3ccccc3N)cc1)[C@H](C)CN([C@@H](C)CO)C2=O,-1.3
C[C@@H]1CN([C@H](C)CO)C(=O)c2cccc(NS(=O)(=O)c3ccc(F)cc3)c2O[C@@H]1CN(C)S(=O)(=O)c1cn(C)cn1,0.3
O=C(C[C@@H]1CC[C@H]2[C@@H](COC[C@H](O)CN2C(=O)c2ccncc2)O1)Nc1ccc(-c2ccccc2)cc1,0.0
CC(C)C#Cc1cnc2c(c1)C(=O)N([C@H](C)CO)C[C@H](C)[C@@H](CN(C)C(=O)Nc1cc(F)ccc1F)O2,2.2
CC(C)[C@H](NC(=O)OC(C)(C)C)c1cc(C(=O)NCCc2c[nH]c3ccccc23)c(N)s1,-0.3
C[C@H](CO)N1C[C@H](C)[C@@H](CN(C)C(=O)Nc2ccccc2)Oc2ccc(NC(=O)Cc3ccccc3)cc2CC1=O,-0.8&-1.8
O=C(CN1CCOCC1)NCC[C@@H]1CC[C@@H](NC(=O)Nc2ccccc2)[C@@H](CO)O1,0.1
CCC(=O)Nc1ccc2c(c1)C(=O)N(C)C[C@@H](OC)[C@H](C)CN(C(=O)c1cnccn1)[C@H](C)CO2,0.2
C[C@H](CO)N1C[C@H](C)[C@@H](CN(C)C)Oc2ccc(N(C)C)cc2C1=O,-2.4
O=C(CN1CCOCC1)N[C@@H]1CC[C@@H](CCNC(=O)Nc2cc(F)ccc2F)O[C@@H]1CO,0.4
CC=Cc1ccc2n(c1=O)C[C@@H]1[C@@H](CO)[C@H](C(=O)NCc3ccc4c(c3)OCO4)[C@H]2N1C(=O)COC (mixture of isomers),0.2
O=C1CN(S(=O)(=O)Cc2ccccc2)C[C@H]2[C@@H](c3ccc(C#CC4CC4)cc3)[C@@H](CO)N12,-0.2
COc1ccc2c3c(n(C)c2c1)[C@@H](CO)N(C(=O)Nc1ccc(F)cc1)CC31CCN(Cc2ccccn2)CC1,-1.8
CCCC(=O)N(CCc1c[nH]c2ccccc12)[C@@H]1CC(C(=O)NCCO)=C[C@H](Oc2c(I)cc(CO)cc2OC)[C@H]1O,-6.7
Cc1noc(C)c1S(=O)(=O)Nc1ccc2c(c1)C(=O)N([C@@H](C)CO)C[C@H](C)[C@@H](CN(C)Cc1ccc3c(c1)OCO3)OCCCC[C@@H](C)O2,-2.2
C[C@@H]1CN([C@H](C)CO)S(=O)(=O)c2ccc(-c3cccnc3)cc2O[C@@H]1CN(C)C(=O)NC1CCCCC1,1.3
CCCC(=O)N1CCC2(CC1)CN(C(=O)C1CC1)[C@@H](CO)c1[nH]c3cc(OC)ccc3c12,0.8
CCC(=O)N(C)C[C@H]1Oc2cc(C#CCN(C)C)ccc2S(=O)(=O)N([C@H](C)CO)C[C@@H]1C,2.3
CNC[C@@H]1Oc2ccc(NC(=O)Nc3ccc(C(F)(F)F)cc3)cc2CC(=O)N([C@H](C)CO)C[C@@H]1C,0.1
C[C@H]1CN([C@@H](C)CO)C(=O)Cc2cc(NS(C)(=O)=O)ccc2O[C@H]1CN(C)Cc1ccncc1,-0.8
C[C@@H]1CN([C@H](C)CO)C(=O)c2cccc(NS(=O)(=O)c3ccccc3)c2O[C@H]1CN(C)Cc1ccc(C(=O)Nc2ccccc2N)cc1,-0.8
C[C@@H]1CN([C@H](C)CO)C(=O)Cc2cc(NC(=O)Nc3ccc(F)cc3)ccc2O[C@@H]1CN(C)Cc1ccncc1,0.2
C[C@@H]1CN([C@@H](C)CO)C(=O)c2cc(-c3cncnc3)cnc2O[C@H]1CN(C)C(=O)c1cccc(F)c1,-0.6
CN(C)C(=O)c1cccc(-c2ccc3c(c2)[C@H]2[C@H](CCN2C(=O)C2CC2)[C@@H](CO)N3)c1,-18.7
C[C@@H]1CN([C@@H](C)CO)C(=O)c2cc(C#CC3CCCCC3)cnc2O[C@H]1CN(C)S(C)(=O)=O,1.5
CCCNC(=O)Nc1ccc2c(c1)C(=O)N(C)C[C@@H](OC)[C@@H](C)CN[C@H](C)CO2,0.2
C[C@@H]1CCCCO[C@@H](CN(C)C(=O)CCC(F)(F)F)[C@H](C)CN([C@@H](C)CO)C(=O)c2cc(NC(=O)Cc3ccccc3)ccc2O1,-0.3
COc1ccc(-c2ccccc2[C@@H]2[C@H](C#N)N(C(=O)c3cccnc3)[C@H]2CO)cc1,0.2
N#C[C@@H]1[C@@H](c2ccc(C#Cc3cccnc3)cc2)[C@@H](CO)N1C(=O)C1CCCC1,-0.6
O=C(C1CCC1)N1CC2(C1)[C@H](c1ccccc1)[C@@H](CO)N2Cc1ccc(Cl)cc1,-0.7
Cc1ccc(S(=O)(=O)Nc2cccc3c2O[C@@H](CN(C)S(=O)(=O)c2cccs2)[C@H](C)CN([C@@H](C)CO)C3=O)cc1,0.4
CCCNC(=O)N1C[C@H](O)COC[C@@H]2O[C@@H](CC(=O)N3CCOCC3)CC[C@H]21,-0.9
C[C@@H]1CN([C@@H](C)CO)S(=O)(=O)c2ccc(C3=CCCC3)cc2O[C@H]1CN(C)CC1CC1,0.7
CCCN(C)C[C@@H]1Oc2cc(Br)ccc2S(=O)(=O)N([C@H](C)CO)C[C@@H]1C,0.1
CNC[C@H]1Oc2c(NS(=O)(=O)c3ccc(F)cc3)cccc2C(=O)N([C@@H](C)CO)C[C@H]1C,1.0
CCCC(=O)Nc1ccc2c(c1)OC[C@H](C)N(Cc1ccc(-c3ccccn3)cc1)C[C@H](C)[C@H](OC)CN(C)C2=O,-0.8
Cc1cccc(S(=O)(=O)N[C@@H]2CC[C@H](CCNC(=O)CCN3CCCCC3)O[C@@H]2CO)c1,-0.8
C[C@@H]1CN([C@@H](C)CO)C(=O)c2ccccc2-c2ccccc2CO[C@@H]1CN(C)CC1CC1,-1.1

# Part of the list above in order of length of the SMILES, ascending:
SMILES,TcdB inh
O=C(C1CCC1)N1CC2(C1)[C@H](c1ccccc1)[C@@H](CO)N2Cc1ccc(Cl)cc1,-0.7
Cc1cccc(S(=O)(=O)N[C@@H]2CC[C@H](CCNC(=O)CCN3CCCCC3)O[C@@H]2CO)c1,-0.8
CNC[C@H]1Oc2c(NS(=O)(=O)c3ccc(F)cc3)cccc2C(=O)N([C@@H](C)CO)C[C@H]1C,1.0

# (further entries)
SMILES,TcdB inh
CNC[C@@H]1Oc2ccc(NC(=O)Cc3ccccc3)cc2CC(=O)N([C@@H](C)CO)C[C@H]1C,-0.1
CO[C@H]1CN(C)C(=O)c2ccc(NC(C)=O)cc2OC[C@@H](C)N(C(=O)C2CCOCC2)C[C@H]1C,0.9
CC(C)NC(=O)N(C)C[C@@H]1Oc2cc(C#Cc3ccc(F)cc3)ccc2S(=O)(=O)N([C@@H](C)CO)C[C@@H]1C,1.3
CCCNC(=O)N1[C@@H](CO)[C@@H]2c3ccccc3N(C(=O)Nc3ccc(F)cc3)C[C@@H]21,-0.4
O=C(NCC[C@@H]1CC[C@H](NC(=O)C2CCCCC2)[C@H](CO)O1)Nc1ccc(Cl)cc1,-1.0
COc1ccccc1-c1ccc([C@@H]2[C@@H](CO)N3CCCCN(C(=O)c4cccnc4)C[C@H]23)cc1,0.3
COc1ccc(CN(C)C[C@H]2Oc3ccc(NS(=O)(=O)c4ccc(Cl)cc4)cc3C(=O)N([C@@H](C)CO)C[C@H]2C)cc1,-7.1
Cc1noc(C)c1NC(=O)N(C)C[C@H]1Oc2c(NC(=O)C3CCOCC3)cccc2C(=O)N([C@H](C)CO)C[C@@H]1C,-1.4
C[C@@H]1CN([C@@H](C)CO)C(=O)c2cc(NC(=O)Nc3ccc4c(c3)OCO4)ccc2O[C@@H](C)CCCCO[C@@H]1CN(C)C(=O)c1ccccc1,-0.7
CC(C)NC(=O)N(C)C[C@H]1Oc2cc(C#Cc3ccc(F)cc3)ccc2S(=O)(=O)N([C@H](C)CO)C[C@@H]1C,1.1

# Retrieved by structure from the entries so far (5):
SMILES,TcdB inh
C[C@@H]1CN([C@H](C)CO)C(=O)c2cccc(NS(=O)(=O)c3ccccc3)c2O[C@H]1CN(C)Cc1ccc(C(=O)Nc2ccccc2N)cc1,-0.8
O=C(CN1CCOCC1)N[C@@H]1CC[C@@H](CCNC(=O)Nc2cc(F)ccc2F)O[C@@H]1CO,0.4
Cc1ccc(S(=O)(=O)N[C@@H]2CC[C@@H](CCNC(=O)Nc3ccc(Cl)cc3)O[C@H]2CO)cc1,-0.9
CCCNC(=O)Nc1ccc2c(c1)C(=O)N(C)C[C@@H](OC)[C@@H](C)CN[C@H](C)CO2,0.2
Cc1ccc(S(=O)(=O)Nc2cccc3c2O[C@@H](CN(C)S(=O)(=O)c2cccs2)[C@H](C)CN([C@@H](C)CO)C3=O)cc1,0.4

# Further results:
SMILES,TcdB inh
C[C@@H]1CN([C@H](C)CO)C(=O)c2cccc(NC(=O)c3cnccn3)c2O[C@H]1CN(C)S(=O)(=O)c1ccc(F)cc1,0.8
Cc1noc(C)c1NC(=O)Nc1ccc2c(c1)C(=O)N([C@@H](C)CO)C[C@H](C)[C@H](CN(C)C)OCCCC[C@H](C)O2,-1.9
N#C[C@H]1[C@@H](c2ccccc2C2=CCCC2)[C@@H](CO)N1C(=O)C1CC1,0.0
C[C@@H]1CN([C@H](C)CO)C(=O)CCCn2cc(nn2)CO[C@@H]1CN(C)Cc1cccc(C(=O)O)c1,-0.1
C[C@@H]1CN([C@H](C)CO)C(=O)c2cc(C#CC3CCCC3)cnc2O[C@@H]1CN(C)C(=O)C1CCC1,1.7
CN(C)C(=O)[C@H]1[C@H](CO)[C@H]2Cn3c(ccc(C4=CCCC4)c3=O)[C@@H]1N2C(=O)c1ccccc1,0.0
O=C(NC[C@H]1[C@H](c2ccccc2)[C@@H](CO)N1Cc1cccnc1)c1ccccn1,-0.1
C[C@@H]1CN([C@@H](C)CO)S(=O)(=O)c2ccc(Br)cc2O[C@@H]1CN(C)CC1CCOCC1,-0.5
O=C(Nc1ccccc1F)N1[C@H](CO)[C@@H]2c3ccccc3NC[C@@H]21,-0.5
CO[C@@H]1CN(C)C(=O)c2ccc(NC(=O)Nc3ccc(F)cc3)cc2OC[C@H](C)NC[C@H]1C,-0.7
COc1ccc(-c2ccc([C@H]3[C@H](C#N)N[C@@H]3CO)cc2)cc1,-0.2
O=C(c1cccc(F)c1)N1CCCCN2[C@H](C1)[C@H](c1ccc(/C=C/c3ccccc3)cc1)[C@@H]2CO,-0.4
O=C(Nc1ccccc1Cl)N1[C@@H]2CNc3ccccc3[C@@H]2[C@@H]1CO,0.7
C[C@H](CO)N1C[C@H](C)[C@H](CN(C)Cc2ccccc2F)Oc2ncc(/C=C/c3ccccc3)cc2C1=O,-0.1
C[C@H]1CN([C@@H](C)CO)C(=O)Cc2cc(NS(=O)(=O)c3ccc(F)cc3)ccc2O[C@H]1CN(C)S(C)(=O)=O,-0.2
CCCN1[C@@H]2c3cccc(=O)n3C[C@@H]2[C@@H](CO)[C@@H]1C(=O)N1CCCCC1,-1.3
C[C@H]1CN([C@@H](C)CO)C(=O)CCCn2nncc2CO[C@@H]1CN(C)Cc1ccc(O)cc1,0.5
C[C@H](CO)N1C[C@H](C)[C@@H](CN(C)Cc2ccc3c(c2)OCO3)OCc2ccccc2-c2ccccc2C1=O,0.2
CCCC#Cc1ccc2c(c1)[C@@H]1[C@@H](CCN1C(=O)CC1CC1)[C@@H](CO)N2C,-1.6
CCC(=O)N(C)C[C@H]1[C@H](c2ccccc2)[C@@H](CO)N1C(=O)Cc1ccncc1,-0.4
COc1ccc(CN2CCC(C)=CC2C)cc1 (configuration not stated),0.2
C[C@@H]1CN([C@@H](C)CO)C(=O)c2cc(NC(=O)C3CCCCC3)ccc2O[C@@H]1CN(C)C,1.0
C[C@@H](O)C#Cc1cnc2c(c1)C(=O)N([C@@H](C)CO)C[C@H](C)[C@@H](CN(C)Cc1cccc(F)c1)O2,-0.3
NC(=O)NCC#Cc1ccc2c(c1)[C@]1(C(=O)N2)[C@H](c2ccc(OCCO)cc2)N2[C@H](c3ccccc3)[C@H](c3ccccc3)OC(=O)[C@H]2[C@@H]1C(=O)O,-0.3
COc1ccc(NC(=O)N(C)C[C@@H]2Oc3ccc(NC(=O)Cc4ccccc4)cc3CC(=O)N([C@H](C)CO)C[C@H]2C)cc1,-1.3

# From PubChem
